HepG2 viability = kills HepG2 cells in TGF-b inhibitor counter-screen; HepG2 CAGA-GFP viability, ATP luminescence, 18 h; Potency, µM (series often up to 46.1 µM), inactives show at the top dose activity change, negative = cytotoxicity, actives largely listed as cytotoxic; actives 0.76% (n = 410,000); further: some results filed as inactive show a strong effect at the top dose
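HepG2 CAGA-GFP cells (1000/well, DMEM with 1% FBS) received compound, then TGF-beta at 500 pg/mL final, and were incubated 18 hours at 37 degrees C. Viability was read by CellTiter-Glo luminescence. Media-only wells were set as complete cell-killing and DMSO as no toxicity.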
Nrf2 ARE act = activators of Nrf2 (ARE) signaling; AID 624171; Potency, µM (titrated, usually from 46.1 µM), for the others: top-dose activation, actives largely listed as activators; actives 0.31% (n = 410,000); AREc32 ARE-luciferase reporter (MCF7-derived line), luminescence, 24 h; further: % of control where 0% means no effect; nearly all actives have a fitted effect of over 65% in size
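ARE-driven firefly luciferase activity in AREc32 cells measured after a 24 hr compound exposure at 37 deg C, using Steady-Glo reagent and a 30 min room-temperature hold.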
ATXN viability = cell viability loss in ATXN counter-screen; AID 651635; Potency, µM (highest dose often 56.7 µM), hits mostly cytotoxic; S2 cells (HEK-293 line with an ATXN2-luciferase reporter) viability, CellTiter-Fluor protease fluorescence, 24 h; actives 0.49% (n = 400,000); further: nearly all actives have a fitted effect of over 40% in size
TGFb SMAD3 inh = inhibitors of TGF-b signaling | HepG2 CAGA-GFP TGF-b/SMAD3 reporter, GFP fluorescence, 18 h; TGF-beta stimulated, 500 pg/mL final | Potency, µM (doses to about 46.1 µM), for the others: at the highest dose activity, negative = inhibition, most hits filed as inhibitors | actives 1.2% (n = 410,000) | AID 588855; further: on the % scale 0 is the no-effect control and ±100 the full control effect; nearly all actives have a fitted effect of over 65% in size
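Inhibition of TGF-beta-driven CAGA-GFP reporter expression in HEPG2 cells is measured by cellular GFP fluorescence after 18 h stimulation with 500 pg/mL recombinant TGF-beta in 1% FBS medium at 37 degrees C.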
EPAC2 antag = blocks human EPAC2 exchange factor; Q8WZA2; EPAC2 GEF exchange of Rap1B-BODIPY-GDP, fluorescence; AID 720708; actives 0.18% (n = 360,000); Potency, µM (titrated, usually from 114 µM), for inactives: top-dose activity, negative = inhibition, usual class: inhibitors; further: on the % scale 0 is the no-effect control and ±100 the full control effect; nearly all actives have a fitted effect of over 45% in size; many of its hits are not listed in these tables
Target sequence (Q8WZA2 whole entry, looked up): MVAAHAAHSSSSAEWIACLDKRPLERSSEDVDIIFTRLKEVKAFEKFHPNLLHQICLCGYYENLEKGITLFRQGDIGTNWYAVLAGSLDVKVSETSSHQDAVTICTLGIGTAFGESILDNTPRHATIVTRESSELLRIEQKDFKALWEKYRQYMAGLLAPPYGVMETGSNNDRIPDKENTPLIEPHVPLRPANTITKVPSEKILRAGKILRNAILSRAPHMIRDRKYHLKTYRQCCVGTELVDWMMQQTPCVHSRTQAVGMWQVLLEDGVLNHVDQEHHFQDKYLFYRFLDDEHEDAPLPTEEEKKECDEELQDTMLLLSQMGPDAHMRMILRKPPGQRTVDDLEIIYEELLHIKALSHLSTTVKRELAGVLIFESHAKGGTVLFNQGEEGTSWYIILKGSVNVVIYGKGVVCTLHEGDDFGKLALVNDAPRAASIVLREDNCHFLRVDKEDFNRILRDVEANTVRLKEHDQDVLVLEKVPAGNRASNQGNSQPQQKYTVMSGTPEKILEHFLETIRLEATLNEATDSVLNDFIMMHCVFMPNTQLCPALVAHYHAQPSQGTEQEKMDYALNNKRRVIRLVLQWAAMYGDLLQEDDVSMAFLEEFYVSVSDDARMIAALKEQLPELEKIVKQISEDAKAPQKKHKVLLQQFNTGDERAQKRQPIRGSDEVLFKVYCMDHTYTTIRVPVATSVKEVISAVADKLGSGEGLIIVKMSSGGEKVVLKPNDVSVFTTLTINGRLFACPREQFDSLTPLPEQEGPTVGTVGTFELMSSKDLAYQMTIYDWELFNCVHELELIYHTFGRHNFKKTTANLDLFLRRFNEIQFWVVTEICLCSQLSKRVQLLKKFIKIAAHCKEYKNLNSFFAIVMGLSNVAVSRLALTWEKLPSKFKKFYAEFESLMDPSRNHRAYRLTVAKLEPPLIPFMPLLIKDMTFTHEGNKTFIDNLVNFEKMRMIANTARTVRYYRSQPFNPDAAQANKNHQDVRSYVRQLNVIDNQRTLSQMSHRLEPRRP
ATXN2 expr inh = inhibitors of ATXN2 expression; HEK-293 ATXN2-luciferase reporter, luminescence, 24 h; Potency, µM (series often up to 57 µM), for inactives: at the highest dose activity change, negative = inhibition, usual class: inhibitors; actives 0.72% (n = 360,000); AID 1745845; further: on the % scale 0 is the no-effect control and ±100 the full control effect; nearly all actives have a fitted effect of over 55% in size
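ATXN2-luciferase reporter cells (luciferase flanked by upstream and downstream ATXN2 gene portions) were treated 24 h at 37 °C with compounds at up to 57 uM. SteadyGlo luminescence gave expression; GF-AFC fluorescence gave viability.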
MCF10A rereplic = DNA re-replication induction in MCF 10a cells; Potency, µM (top dose mostly 46.1 µM), for the others: at the top dose activity, positive = re-replication, usual class: activators; actives 2.9% (n = 350,000); AID 624296; MCF 10A DNA re-replication, Hoechst nuclear intensity, 48 h; further: % of control where 0% means no effect; nearly all actives have a fitted effect of over 50% in size
Nrf2 inh = inhibitors of Nrf2 signaling; actives 2.1% (n = 360,000); AID 504444; Potency, µM (titrated, usually from 46 µM), without a hit: at the highest dose activity change, negative = inhibition, actives largely listed as inhibitors; A549 ARE-Fluc reporter, luciferase luminescence, 18-24 h; further: on the % scale 0 is the no-effect control and ±100 the full control effect; nearly all actives have a fitted effect of over 60% in size
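Concentration-response testing used A549 ARE_Fluc cells at 5000 cells/well. Following an 18-24 h compound incubation, viability was read by fluorescence (Ex 405/Em 525) and luciferase output by luminescence.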
A549 tox = A549 cytotoxicity, counter-screen for Nrf2 inhibitors. A549 ARE-Fluc cells, CellTiter-Fluor viability, 18-24 h. Potency, µM (highest dose often 46 µM), for the others: at the highest dose activity change, negative = cytotoxicity, actives largely listed as inhibitors. actives 0.16% (n = 390,000). AID 504648; further: on the % scale 0 is the no-effect control and ±100 the full control effect
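Cytotoxicity counterscreen: CellTiter-Fluor fluorescence was measured in A549 ARE_Fluc cells after 18-24 h of compound exposure in a concentration series. The subsequent BugLite luminescent read reports ARE-luciferase activity.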
* hit, by the source's call; i = inactive; ? = inconclusive; · = not tested or not shown; & = joins results of further samples; [ ] = dose if it differs, or a comment. The call rests on the fitted dose curve; in most records, active means well fitted curve in the direction sought with a large enough effect; inconclusive means small, poorly fitted or top-dose-only effect, or another doubt; inactive means no such curve, though single readings can be large; an effect the other way counts as inactive or inconclusive. Potency means the concentration at half of the fitted maximal effect. Some of the compounds tested; count on the stated rates, not on these rows.

SMILES	HepG2 viability	Nrf2 ARE act	ATXN viability	TGFb SMAD3 inh	EPAC2 antag	ATXN2 expr inh	MCF10A rereplic	Nrf2 inh	A549 tox
Cc1cc(C)cc(NC(=O)c2ccc(NC(=O)c3ccco3)cc2)c1	0.8%	2.4%	i	-5.6%	-4.0%	?	12.0%	?	-0.4%
O=c1c2c3nc4ccccc4nc3n(/N=C/c3ccccn3)c2ncn1-c1ccccc1	29.2%	4.4%	i	-8.3%	-8.4%	?	3.26µM*	-5.5%	0.5%
O=C(Nc1ccc(-c2nc3ccccc3o2)c(O)c1)c1cc(-n2cnnc2)ccc1Cl	17.8µM*	2.0%	i	0.0%	17.6%	-39.2%	?	10.3µM*	·
CC(C)(C#N)C(C)(C)c1nn[nH]n1	-5.8%	-0.1%	i	42.3%[activator]	20.0%	6.4%	-3.5%	·	-1.7%
CCCC(c1nnnn1C(C)(C)C)N1CCN(c2ccccc2)CC1 (configuration not stated)	-26.7%	-0.6%	i	-28.8%	2.6%	-9.2%	1.5%	-2.2%	-1.2%
CCOc1ccc(CCNC(=O)CS(=O)Cc2nc(-c3ccc(C)cc3)oc2C)cc1 (configuration not stated)	-7.8%	3.0%	i	-15.1%	24.4%	?	7.0%	-8.7%	3.8%
Cc1cc(C)c2c(CN3CCN(Cc4ccccc4)CC3)cc(=O)oc2c1	-28.4%	0.7%	i	-15.9%	-18.4%	-14.5%	16.9%	1.9%	-3.7%
O=S(=O)(c1ccc(NC(=S)NC2CC2)cc1)N1CCOCC1	-14.5%	-0.1%	i	-23.4%	3.6%	3.9%	1.5%	3.6%	0.8%
O=C(Cn1c(=O)n(Cc2ccco2)c(=O)c2cc(Cl)ccc21)NCC1CCCO1 (configuration not stated)	9.2%	0.3%	i	7.5%	5.7%	2.0%	4.2%	·	-7.7%
CC(=O)NC1(c2nnnn2CCOC(=O)Nc2ccc(Cl)cc2)CCCC1	1.6%	-1.5%	i	13.2%	5.9%	-1.5%	3.0%	?	-6.1%
CN1CCN(c2ncc(CN3C(=O)c4ccccc4C3=O)s2)CC1	-4.6%	-0.9%	i	10.9%	5.9%	-12.2%[11.3 µM]	-0.9%	12.6%	0.5%
CCOc1ccc(CCNC(=O)C2CCN(c3nnc(-n4cccc4)s3)CC2)cc1	-4.2%	-0.7%	i	10.4%	-0.9%	2.2%	-3.1%	-7.9%	-2.6%
S=C(Nc1cccc(Cl)c1)N1CCN(Cc2ccccc2)CC1	5.6%	-0.5%	i	?	3.7%	0.3%	2.1%	15.6%	9.2%
Cc1ccc(N/N=C(\C#N)C(=N)N2CCCCC2)cc1	-14.0%	0.0%	?	-14.6%	-0.8%	-1.4%	6.6%	?	?
C(=N\N1CCN(c2ccccn2)CC1)/c1ccccn1	-3.6%	-0.2%	i	-4.3%	-0.8%	24.2%	-1.8%	2.1%	2.0%
COc1cc(N/C(N)=N/c2nc(C)cc(C)n2)cc(OC)c1	-38.6%	-1.4%	i	0.8%	-2.8%	-18.0%	?	-12.3%	3.2%
Cc1ccc2nc(CCc3ccc(N)cc3)[nH]c2c1	2.0%	3.1%	i	14.7%	-4.0%	51.5%[activator]	21.1%	?	-5.5%
CCn1c(SCC(=O)N2CCOCC2)nc(O)cc1=O	-10.1%	0.0%	i	-0.3%	5.6%	-3.7%	7.3%	7.9%	9.0%
C=CCn1c(SCC(=O)NC2CCCCC2)nnc1-c1sc(N)nc1C	15.9%	-0.3%	i	-5.9%	9.0%	0.6%	8.8%	37.9%	5.4%
CC1=Nc2cc(C(=O)NCCc3ccc(Cl)cc3)ccc2Sc2ccc(C)cc21	-17.4%	-0.9%	·	8.91µM*	·	·	·	5.17µM*	?
Cc1ccc(NC(=O)CCN2CCC(C)CC2)cc1	2.5%	-0.8%[9.22 µM]	i	-1.6%	?	-2.2%	-12.7%	8.8%	-0.3%
N#CC1=C(N)n2c(s/c(=C\c3cccs3)c2=O)=C(C#N)C1c1cccs1 (configuration not stated)	-4.5%	?	i	-18.1%	-2.0%	·	7.9%	12.2%	-11.7%
Nc1nc(CCl)nc(N(c2ccccc2)c2ccccc2)n1	-46.6%	18.8%	?	?	-23.0%	-29.6%	?	?	-17.0%
O=C(CSc1cccc[n+]1[O-])Nc1ccc(Br)cc1Br	6.0%	-0.3%	i	14.2%	-2.4%	37.0%	-1.5%	13.3%	-3.4%
O=C(Nc1cc(C(F)(F)F)ccc1-n1cncn1)c1ccc(Cl)cc1	-16.6%	-0.3%	i	6.7%	-0.7%	-2.5%	1.5%	?	5.1%

An excerpt from above, limited to TGFb SMAD3 inh, ATXN2 expr inh and Nrf2 ARE act:
SMILES	TGFb SMAD3 inh	ATXN2 expr inh	Nrf2 ARE act
O=C(CSc1cccc[n+]1[O-])Nc1ccc(Br)cc1Br	14.2%	37.0%	-0.3%
CC(C)(C#N)C(C)(C)c1nn[nH]n1	42.3%[activator]	6.4%	-0.1%

Entries of single compounds, quoted from the list.
Nc1nc(CCl)nc(N(c2ccccc2)c2ccccc2)n1 in the list: HepG2 viability = -46.6%; Nrf2 ARE act = 18.8%; ATXN viability = ?; TGFb SMAD3 inh = ?; EPAC2 antag = -23.0%; ATXN2 expr inh = -29.6%; MCF10A rereplic = ?; Nrf2 inh = ?; A549 tox = -17.0%
O=C(Nc1cc(C(F)(F)F)ccc1-n1cncn1)c1ccc(Cl)cc1 in the list: HepG2 viability = -16.6%; Nrf2 ARE act = -0.3%; ATXN viability = i; TGFb SMAD3 inh = 6.7%; EPAC2 antag = -0.7%; ATXN2 expr inh = -2.5%; MCF10A rereplic = 1.5%; Nrf2 inh = ?; A549 tox = 5.1%

(more compounds)
SMILES	HepG2 viability	Nrf2 ARE act	ATXN viability	TGFb SMAD3 inh	EPAC2 antag	ATXN2 expr inh	MCF10A rereplic	Nrf2 inh	A549 tox
O=C(NC1CC1)c1ccc2c(c1)N(Cc1ccccc1)CCS2	-8.8%	-0.6%	i	7.8%	-24.3%	2.8%	1.6%	-16.3%	-0.8%
COc1ccc(C=O)c(-c2c(CCO)sc3ccccc23)c1	·	-1.0%	i	·	?	0.1%	·	·	·
CN1/C(=C\C=C2\N=C(c3ccc(F)cc3)OC2=O)C(C)(C)c2ccccc21	-26.7%	2.5%	i	?	-13.9%	-4.2%	?	-8.4%	-16.9%
COc1ccc(OC)c(S(=O)(=O)Nc2ccc3[nH]c(=O)[nH]c3c2)c1	1.8%&-52.6%	-0.4%&-1.0%	i	14.5%&-0.7%	0.7%	3.0%&-8.9%	0.6%	?	-5.1%&-0.8%
Cc1cccc(C)c1NC(=O)CNC(=O)C12CC3CC(CC(O)(C3)C1)C2	-88.5%	0.3%	i	25.5%	-6.7%	-1.5%	-0.2%	6.4%	-9.5%
O=C(CSc1ccc2ccccc2c1)Nc1nc2ccccc2[nH]1	-29.0%	3.0%	i	-19.8%	0.1%	?	1.5%	-14.8%	-1.9%
Cc1ccc(/C([O-])=C(/C(=S)NCCN2CCOCC2)[n+]2ccccc2)cc1[N+](=O)[O-]	4.6%	0.3%	i	3.9%	20.8%	4.5%	1.5%	8.4%	11.1%
O=C(Cc1ccccc1)NCC(=O)OCC(=O)c1ccc(Cl)c([N+](=O)[O-])c1	-17.0%	20.0%	i	0.0%	11.1%	-26.2%	?	4.6%	-1.0%
CCOC(=O)C1C(=O)NC(SCC(N)=O)=C(C#N)C1c1ccccc1OCC (configuration not stated)	-18.7%	0.2%	i	63.6%[activator]	-0.5%	5.8%	-0.6%	-1.6%	-4.3%
Cc1ccc(C)c(NC(=O)CSc2n[nH]c(-c3ccncc3)n2)c1	15.6%	-0.1%	i	?	8.2%	0.7%	-1.8%	·	1.5%
Cc1nonc1CN(C)C(=O)CC1C(=O)NCCN1Cc1ccccc1F (configuration not stated)	-9.4%	-1.4%	?	-3.2%	12.8%	1.3%	-0.5%	8.5%	-4.3%
Cc1ccc(CN(CC(=O)N/N=C/c2ccccc2[N+](=O)[O-])S(=O)(=O)c2ccc(C)cc2)cc1	1.7%	2.9%	i	-17.9%	-4.8%	-4.0%	4.7%	-16.0%	-3.3%
CN(C)S(=O)(=O)c1cccc(NC(=O)COC(=O)c2c[nH]c(=O)[nH]c2=O)c1	3.6%	0.2%	i	1.4%	2.0%	-21.1%	-4.8%	-7.3%	-2.0%
COc1ccccc1NC(=O)Nc1nc(C(N)Cc2ccc(Cl)cc2)cs1 (configuration not stated)	-91.1%	-0.3%[9.22 µM]	?	?	1.7%	?	·	·	·
COc1ccc([C@@H]2CC(=O)c3c(O)cc(O[C@@H]4OC(CO[C@@H]5OC(C)[C@H](O)[C@H](O)C5O)[C@@H](O)[C@@H](O)C4O)cc3O2)cc1O (some centres not stated)	1.6%	-0.2%	i	6.6%	34.0%[activator]	3.1%	-12.4%	23.7%	-6.6%
O=C(c1ccc(OCC2CCCO2)cc1)N1CCN(c2ccccc2)CC1 (configuration not stated)	-13.0%	0.5%	i	-8.2%	2.6%	-1.3%	-1.7%	-11.1%	-2.1%
CCC1CCCCN1CCCNC(=O)CS(=O)Cc1nc(-c2ccc(OC)c(OC)c2)oc1C (configuration not stated)	-13.5%	2.0%	i	5.8%	4.4%	·	?	?	18.1%
O=C(CN1C(=O)NC2(CCCC2)C1=O)Nc1ccccc1	0.2%	0.1%	i	-11.2%	1.6%	2.8%	16.1%	5.1%	-0.7%
CCOC(=O)c1c(S(=O)(=O)N2CCCC(C(=O)N(C)Cc3ccccc3)C2)c(C)n(C)c1C (configuration not stated)	-7.1%	-0.3%	i	20.7%	·	-2.1%	·	·	-2.1%
Cc1cccc(S(=O)(=O)c2cn(Cc3ccccc3)c3cc(N4CCCCC4C)c(F)cc3c2=O)c1 (configuration not stated)	-4.2%	-1.1%	·	-10.0%	·	·	·	-6.8%	0.5%
Cc1ccc(C(=O)COC(=O)CNC(=O)Cc2ccccc2)cc1	-1.7%	0.5%	i	-0.4%	14.0%	2.5%	4.2%	0.1%	2.9%
O=C(CN1C(=O)CC(c2ccccc2)=Nc2ccccc21)Nc1ccc(Br)cc1	-8.8%	0.6%	i	-4.0%	·	-15.6%	·	?	-1.1%
CC(=O)Nc1ccc(C(=O)OCC(=O)Nc2ccccc2Sc2ccccc2)cc1	-2.8%	-0.5%	i	11.3%	-22.8%	8.3%	11.3%	-4.8%	1.1%
